Source: PubChem (National Center for Advancing Translational Sciences (NCATS))
D2 antagonist – D2 dopamine receptor (human) antagonism | HEK293 TREx D2 cells, calcium flux, dopamine EC80 | actives 2% (n = 340,000) | inhibition, % at 10 µM; in the data active = inhibition above about 30%; note: 0% is about no effect
Target sequence (P14416 whole entry, looked up): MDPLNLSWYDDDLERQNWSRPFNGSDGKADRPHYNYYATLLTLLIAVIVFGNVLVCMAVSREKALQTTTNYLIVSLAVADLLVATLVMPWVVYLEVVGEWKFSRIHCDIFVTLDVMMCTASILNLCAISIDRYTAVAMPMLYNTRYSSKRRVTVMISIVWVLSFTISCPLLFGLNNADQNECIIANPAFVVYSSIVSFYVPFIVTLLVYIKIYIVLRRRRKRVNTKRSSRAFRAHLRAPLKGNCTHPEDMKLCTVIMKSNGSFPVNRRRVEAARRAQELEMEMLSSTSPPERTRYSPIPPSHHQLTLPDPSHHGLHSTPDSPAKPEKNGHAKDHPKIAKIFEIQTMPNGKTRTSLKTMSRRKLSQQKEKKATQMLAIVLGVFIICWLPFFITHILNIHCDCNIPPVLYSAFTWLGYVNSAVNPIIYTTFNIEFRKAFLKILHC
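Tetracycline-induced HEK293 T-REx cells expressing D2 force-coupled to calcium signalling were dye-loaded, exposed to compound for 180 s, then challenged with an EC80 of dopamine; calcium flux was followed kinetically for a further 180 s.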
TrxR1 inh – inhibitors of rat thioredoxin reductase 1 | O89049 | recombinant rTrxR1, NADPH fluorescence consumption, selenite substrate | Potency, µM (titrated, usually from 114 µM), for the others: top-dose activity change, negative = inhibition, most hits filed as inhibitors | actives 1% (n = 390,000); note: potency is the fitted concentration of half-maximal effect; % is set by controls: 0 for no effect and ±100 for the full control effect; nearly all actives have a fitted effect of over 65% in size
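Rat TrxR1 (90 nM in the dispensed reagent) was pre-reduced with 400 uM NADPH for 5 min at room temperature, then incubated with compound for 15 min. After 400 uM selenite was added, NADPH fluorescence (Ex 340/Em 450 nm) was followed for 8 min.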
D2 ag – agonists of human D2 dopamine receptor; P14416; HEK293 T-REx D2 cells, calcium flux agonist mode; activation, % at 2 µM; actives 0.53% (n = 340,000);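 active = activation over 3 SD above normal in the single-dose calcium agonist read, cut at about 30% in these data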; note: 0% is about no effect
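In this primary screen, compounds producing a positive calcium signal within 180 s of addition to tetracycline-induced, force-coupled HEK293 Trex D2 cells are flagged; cells are dye-loaded with a no-wash calcium kit beforehand.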
TRHR enhancer – TRH receptor (human) allosteric enhancement; enhancement, % at 2 µM; actives 0.66% (n = 360,000); P34981; TRHR cells, fluo-8 calcium fluorescence, EC20 TRH enhancement; AID 493056; in the data active = enhancement above about 30%; note: 0% is about no effect
Target sequence (P34981 whole entry, looked up): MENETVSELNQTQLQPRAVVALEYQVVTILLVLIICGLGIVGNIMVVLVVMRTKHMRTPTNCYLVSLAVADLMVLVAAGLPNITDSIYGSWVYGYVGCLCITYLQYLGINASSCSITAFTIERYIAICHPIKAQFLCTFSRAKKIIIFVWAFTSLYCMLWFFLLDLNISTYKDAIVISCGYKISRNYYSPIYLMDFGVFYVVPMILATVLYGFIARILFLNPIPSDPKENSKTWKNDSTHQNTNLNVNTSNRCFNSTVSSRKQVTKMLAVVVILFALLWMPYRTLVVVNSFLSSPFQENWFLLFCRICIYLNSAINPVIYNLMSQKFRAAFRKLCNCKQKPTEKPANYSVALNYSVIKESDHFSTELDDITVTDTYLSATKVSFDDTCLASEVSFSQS
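Enhancer read-out: after compound pinning and an initial kinetic agonist-mode read, an EC20 of TRH (10 nM final) was injected and fluo-8 calcium signal (Ex 480/Em 530) followed at 1 s/cycle for 100 cycles in TRHR-expressing cells.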
IDH1 R132H inh – inhibitors of human mutant IDH1 R132H. AID 602179. Potency, µM (titrated, usually from 76.6 µM), inactives show at the highest dose activity change, negative = inhibition, hits mostly inhibitors. actives 0.093% (n = 390,000). O75874. IDH1-R132H enzyme, NADPH consumption, diaphorase/resazurin fluorescence; note: potency is the fitted concentration of half-maximal effect; % is set by controls: 0 for no effect and ±100 for the full control effect; nearly all actives have a fitted effect of over 65% in size
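IDH1-R132H (0.5 ug/mL) preincubated 30 min with compound, then NADPH (0.016 mM) and alpha-KG (2 mM) added; 80 min at RT, pH 7.5. Remaining NADPH coupled via diaphorase/resazurin to fluorescence (540/590 nm); concentration-response curves normalized to no-enzyme control.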
PI4K2A inh – inhibitors of human PI4K2A; AID 1346378; actives 0.13% (n = 420,000); Q9BTU6; activity change, negative = inhibition, % at 76.9 µM; purified PI4K2A, ADP-Glo luminescence, 1 h; hits give low values; in the data active = activity change below about -50%; inconclusive = mostly about -30% to -49%;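 note: -100% = wells without enzyme as full effect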
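PI4K2A activity was measured by ADP-Glo luminescence: enzyme (4 ug/mL stock) and phosphatidylinositol (1.2 mM stock) in Tris pH 7.5/MgCl2/EGTA/Triton X-100 buffer were reacted with ATP (300 microM stock) for one hour at ambient temperature.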
USP1 inh – inhibitors of human USP1/UAF1 deubiquitinase; actives 0.23% (n = 390,000); O94782; recombinant USP1/UAF1, Ub-Rhodamine cleavage fluorescence; Potency, µM (highest dose often 57.1 µM), for the others: top-dose activity change, negative = inhibition, actives largely listed as inhibitors; note: potency is the fitted concentration of half-maximal effect; % is set by controls: 0 for no effect and ±100 for the full control effect; nearly all actives have a fitted effect of over 60% in size; inactives centre near -12
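USP1/UAF1 complex (1 nM) preincubated 15 min at room temperature with compound, then Ub-Rho substrate (150 nM final) added. Kinetic fluorescence at 480/540 nm over 6 reads at 60 s intervals; 50 mM HEPES pH 7.8, 0.5 mM EDTA, 0.1 mg/ml BSA, 1 mM TCEP, 0.01% Tween-20.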
TRHR ag – agonists of human TRH receptor; activation, % at 2 µM; P34981; TRHR cells, calcium flux fluo-8, FDSS agonist mode; actives 0.18% (n = 360,000); AID 493084; in the data active = activation above about 30%; note: 0% is about no effect
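TRHR-expressing cells loaded with fluo-8 calcium dye; 23 nL library compound pin-transferred, kinetic FDSS fluorescence (Ex 480/Em 530) recorded about 180 s for agonist-induced calcium release, before a 10 nM TRH EC20 addition for potentiator mode.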
TrxR1 substrate – rat thioredoxin reductase 1 substrate activity; purified TrxR1 substrate turnover, NADPH consumption readout; Potency, µM (top dose mostly 114 µM), for inactives: top-dose activity change, negative = substrate turnover; actives 0.01% (n = 390,000); AID 588456; note: potency is the fitted concentration of half-maximal effect; % is set by controls: 0 for no effect and ±100 for the full control effect; nearly all actives have a fitted effect of over 50% in size
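Rat TrxR1, dispensed at 90 nM, was prereduced with 400 uM NADPH (final) for 5 min at ~22 deg C, then incubated with compound 15 min before 400 uM selenite. A first-read NADPH fluorescence drop versus no-compound background flagged substrates.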
An asterisk follows results filed as active; [ ] = another dose, or the depositor's remark. Unless noted, calls come from the whole dose curve; as a rule, active = well fitted inhibition curve with a large enough effect; inconclusive = small, poorly fitted or top-dose-only effect; inactive = no such curve, though single readings can be large or run the other way.

The opening two records as a preview:
For COC(=O)c1n[nH]n(-c2ccc(F)c(Cl)c2)c1=O the results were D2 antagonist 0.0, TrxR1 inh 1.4%[57.1 µM], D2 ag -0.1, TRHR enhancer 2.6, IDH1 R132H inh 8.3%, PI4K2A inh -3.3, USP1 inh -9.7%, TRHR ag 0.1 and TrxR1 substrate 8.6%[57.1 µM].
Screening O=c1[nH]ncc2c3ccccc3n(Cc3ccccc3F)c12 returned TrxR1 inh 14.3%, IDH1 R132H inh 8.4%, PI4K2A inh 0.9, USP1 inh -22.3% and TrxR1 substrate 5.9%.

All compounds of this part, from the first entry:
For COC(=O)c1n[nH]n(-c2ccc(F)c(Cl)c2)c1=O the results were D2 antagonist 0.0, TrxR1 inh 1.4%[57.1 µM], D2 ag -0.1, TRHR enhancer 2.6, IDH1 R132H inh 8.3%, PI4K2A inh -3.3, USP1 inh -9.7%, TRHR ag 0.1 and TrxR1 substrate 8.6%[57.1 µM].
Screening O=c1[nH]ncc2c3ccccc3n(Cc3ccccc3F)c12 returned TrxR1 inh 14.3%, IDH1 R132H inh 8.4%, PI4K2A inh 0.9, USP1 inh -22.3% and TrxR1 substrate 5.9%.
For O=C(O)c1ccc(S(=O)(=O)N(Cc2ccccc2)C2CCCCC2)cc1 the results were D2 antagonist -2.2, TrxR1 inh 11.7%, D2 ag -0.1, TRHR enhancer -0.8, IDH1 R132H inh 4.1%, PI4K2A inh 0.1, USP1 inh -2.7%, TRHR ag 0.5 and TrxR1 substrate 5.3%.
For Cc1ccc(-c2nc(-c3ccncc3)no2)cc1Cl the results were D2 antagonist -10.9, TrxR1 inh 7.3%[57.1 µM], D2 ag -1.0, TRHR enhancer -1.4, IDH1 R132H inh 4.3%, PI4K2A inh 6.7, USP1 inh 3.5%, TRHR ag -0.4 and TrxR1 substrate -1.3%[57.1 µM].
Screening CC(=O)N1N=C(c2cccnc2)OC1c1ccc(C(C)C)cc1 (configuration not stated) returned D2 antagonist 55.4*, TrxR1 inh 23.3%, D2 ag -0.2, TRHR enhancer 7.4, IDH1 R132H inh 0.0%, PI4K2A inh 3.4, USP1 inh -22.3%, TRHR ag -0.4 and TrxR1 substrate 14.9%.
`O=C(O)CC/C(=N\NC(=O)c1ccccc1)c1cccs1` gave D2 antagonist 5.4, TrxR1 inh 9.9%[57.1 µM], D2 ag 0.3, TRHR enhancer 2.1, IDH1 R132H inh -5.5%, PI4K2A inh 1.3, USP1 inh -11.9%, TRHR ag 0.0 and TrxR1 substrate 1.6%[57.1 µM].
`CC1CC(C)CN(S(=O)(=O)c2cccc(C(=O)OCCN3CCCC3=O)c2)C1` (configuration not stated) gave D2 antagonist 0.4, TrxR1 inh 12.9%, D2 ag -0.2, TRHR enhancer 1.7, IDH1 R132H inh 0.2%, PI4K2A inh -8.2, USP1 inh -15.0%, TRHR ag -0.6 and TrxR1 substrate 3.9%[57.1 µM].
`O=C(Nc1ccc(Br)cc1)c1ccc(F)c(S(=O)(=O)N2CCCc3ccccc32)c1` gave TrxR1 inh 5.7%[57.1 µM], D2 ag 0.0, TRHR enhancer -4.8, IDH1 R132H inh -1.3%, PI4K2A inh 1.5, USP1 inh -24.4%, TRHR ag 0.8 and TrxR1 substrate -2.3%[57.1 µM].
`CCOC(=O)CSc1nc2sc3c(c2c(=O)n1-c1ccccc1)CCN(C)C3` gave D2 antagonist -5.8, TrxR1 inh -18.0%, D2 ag 6.6, TRHR enhancer 0.9, IDH1 R132H inh -0.3%, PI4K2A inh 0.3, USP1 inh -30.7%, TRHR ag 4.1 and TrxR1 substrate 16.7%.
Screening COc1cc(OC)c(-c2oc3ccccc3c(=O)c2O)c(OC)c1 returned TrxR1 inh -18.7%, IDH1 R132H inh 6.0%, PI4K2A inh 4.4, USP1 inh -14.6% and TrxR1 substrate -9.5%.
`CN(C)S(=O)(=O)c1cccc(NC(=O)c2sccc2-c2ccccc2)c1` gave D2 antagonist 22.0, TrxR1 inh -4.5%, D2 ag 0.1, TRHR enhancer -1.2, IDH1 R132H inh 6.1%, PI4K2A inh -0.6, USP1 inh -17.6%, TRHR ag 1.1 and TrxR1 substrate -6.4%.
For OC(COCc1ccccc1)CN1CCN(Cc2ccc3c(c2)OCO3)CC1 (configuration not stated) the results were D2 antagonist -22.5, TrxR1 inh 6.8%[57.1 µM], D2 ag 0.5, TRHR enhancer 4.1, IDH1 R132H inh -3.6%, PI4K2A inh -3.7, USP1 inh -5.3%, TRHR ag 0.2 and TrxR1 substrate 4.2%.
`CCN(C(=O)CN1CCc2ccccc21)c1c(N)n(Cc2ccccc2)c(=O)[nH]c1=O` gave D2 antagonist 6.5, TrxR1 inh -1.8%, D2 ag 1.9, TRHR enhancer -0.3, IDH1 R132H inh -13.5%, PI4K2A inh 3.8, USP1 inh -13.1%, TRHR ag 1.0 and TrxR1 substrate 0.7%.
For COc1ccccc1C1=NOC(C)(c2nnc(-c3cccc(Cl)c3)o2)C1 (configuration not stated) the results were TrxR1 inh 11.5%, IDH1 R132H inh 8.2%, PI4K2A inh -0.4, USP1 inh -32.3% and TrxR1 substrate 4.4%.
Screening CCOC(=O)c1c(-c2ccc(C)cc2)csc1NC(=O)c1cc(=O)c2ccc(C)cc2o1 returned TrxR1 inh 25.8%, D2 ag -1.0, TRHR enhancer 3.2, IDH1 R132H inh 17.9%, PI4K2A inh 1.1, USP1 inh inconclusive, TRHR ag -1.3 and TrxR1 substrate 4.9%.
Cc1ccc(SCc2noc(C(=O)NC(C)C)c2C(=O)O)cc1C was read as TrxR1 inh 18.5%, TRHR enhancer 12.7, IDH1 R132H inh -7.4%, PI4K2A inh 0.8, USP1 inh -25.8%, TRHR ag 0.0 and TrxR1 substrate 5.9%.
Screening CCOC(=O)C1(Cc2cccc(OC)c2)CCCN(S(=O)(=O)CC)C1 (configuration not stated) returned D2 antagonist -4.6, TrxR1 inh 29.1%, D2 ag 1.5, TRHR enhancer -5.2, IDH1 R132H inh -2.4%, PI4K2A inh -1.2, USP1 inh -23.1%, TRHR ag 0.5 and TrxR1 substrate 6.6%.
C[C@@]1([C@@H](NC(=O)c2cccs2)c2ccc(-c3ccccc3)cc2)C[C@H]1C1CCCCC1 was read as D2 antagonist 11.5, TrxR1 inh 26.8%[57.1 µM], D2 ag 0.3, TRHR enhancer -7.9, IDH1 R132H inh -0.3%, PI4K2A inh -0.2, USP1 inh 16.0%, TRHR ag 1.1 and TrxR1 substrate 5.3%[57.1 µM].
COc1ccc(C(=O)N/N=C/c2cccnc2)cc1 was read as D2 antagonist -1.7, TrxR1 inh -1.1%, D2 ag -0.3, TRHR enhancer -1.5, IDH1 R132H inh 0.0%, PI4K2A inh 2.2, USP1 inh -22.0%, TRHR ag 1.2 and TrxR1 substrate -11.2%.
Screening O=C1C(c2c(O)[nH]c3ccccc23)=Nc2ccccc21 returned D2 antagonist 2.1, TrxR1 inh 7.9%, D2 ag -1.0, TRHR enhancer 6.8, IDH1 R132H inh 0.4%, PI4K2A inh -2.6, USP1 inh -13.8%, TRHR ag -0.5 and TrxR1 substrate 4.8%.
Screening COc1cc(/C=C(/NC(=O)c2ccccc2)C(=O)Nc2ccccc2)c([N+](=O)[O-])cc1OC returned D2 antagonist 25.0, TrxR1 inh 9.6%, D2 ag -0.6, TRHR enhancer -18.4, IDH1 R132H inh -1.4%, PI4K2A inh -3.8, USP1 inh -18.4%, TRHR ag -0.8 and TrxR1 substrate -1.8%.
For Cc1cc([N+](=O)[O-])nn1CC(=O)NNC(=S)Nc1ccc(Cl)cc1 the results were D2 antagonist -0.1, TrxR1 inh -17.6%, D2 ag 0.0, TRHR enhancer 4.3, IDH1 R132H inh 8.6%, PI4K2A inh 9.8, USP1 inh -5.9%, TRHR ag -0.7 and TrxR1 substrate -4.1%.
For Cc1nccn1-c1c2c(c(C#N)c3nc4ccccc4n13)CCC2 the results were D2 antagonist 24.9, TrxR1 inh inconclusive, D2 ag 0.6, TRHR enhancer -3.2, IDH1 R132H inh 2.3%, PI4K2A inh -1.0, USP1 inh -7.9%, TRHR ag 1.0 and TrxR1 substrate -10.6%.
Screening NS(=O)(=O)c1ccc(CCNC(=O)CCCOc2ccccc2)cc1 returned D2 antagonist 3.3, TrxR1 inh 8.4%[57.1 µM], D2 ag -0.2, TRHR enhancer 3.9, IDH1 R132H inh 1.5%, PI4K2A inh 2.0, USP1 inh -4.9%, TRHR ag 0.2 and TrxR1 substrate 1.9%[57.1 µM].
For Cc1c(NC(=S)NC(=O)c2cccc3ccccc23)cccc1C(=O)O the results were D2 antagonist -6.0, TrxR1 inh inconclusive, D2 ag 0.2, TRHR enhancer 65.2*, IDH1 R132H inh 6.1%, PI4K2A inh 8.9, USP1 inh -14.5%, TRHR ag -0.4 and TrxR1 substrate -7.6%.
Screening COCCN(CCOC)C(=O)CSc1ccc(S(=O)(=O)N2CCN(C)CC2)cn1 returned D2 antagonist 12.4, TrxR1 inh 15.4%, D2 ag 0.5, TRHR enhancer 1.1, IDH1 R132H inh -8.1%, PI4K2A inh 1.6, USP1 inh -11.3%, TRHR ag -0.1 and TrxR1 substrate 3.0%.
`CCCOc1cccc(C2/C(=C(/O)c3ccc4c(c3)CC(C)O4)C(=O)C(=O)N2CCN2CCOCC2)c1` (configuration not stated) gave D2 antagonist 3.7, TrxR1 inh -9.6%, D2 ag 0.2, TRHR enhancer 0.6, IDH1 R132H inh 0.0%, PI4K2A inh -9.8, USP1 inh -0.8%, TRHR ag 0.4 and TrxR1 substrate -7.2%.
Screening O=C1CC(c2ccccc2)CC(O)=C1C=NCC1CCCO1 (configuration not stated) returned D2 antagonist -24.6, TrxR1 inh -0.5%, D2 ag 0.5, TRHR enhancer -3.6, IDH1 R132H inh 2.5%, PI4K2A inh 6.2, USP1 inh -11.9%, TRHR ag 0.7 and TrxR1 substrate -4.2%.
